High-throughput results as filed in PubChem BioAssay.
PAD4 inhibition = human PAD4 inhibitors, primary screen, biochemical, fluorescence polarization (AID 463073); inhibition, % at 5 µM; Protein-arginine deiminase type-4 (Homo sapiens); recombinant PAD4, RFA probe fluorescence polarization; hits give high values; 0.5% of 2,000 active;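 active means inhibition above 30%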;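 further: 0% = PAD4 with DMSO and 100% = wells lacking PAD4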
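Material – recombinant PAD4 · Amount – PAD4 at 2 µM in dispensed buffer, before additions · Medium – Ca2+-containing HEPES pH 7.6, TCEP · Doses – one dose, 5 µM final · Schedule – 30 min 25 °C preincubation, 5 h 37 °C labeling · Measured by – FP, ex 525 nm, em 598 nm · Benchmarks – wells lacking PAD4 as full-inhibition control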
An asterisk follows results filed as active; & = joins results of further samples.

SMILES | PAD4 inhibition
COc1cc(/C=C/C(=O)CC(=O)/C=C/c2ccc(O)c(OC)c2)ccc1O | 5.0
O=C(Oc1ccc2c3c(c(=O)oc2c1)CCCC3)c1ccco1 | 6.0
Cc1ccc(S(=O)(=O)NC(C(=O)Oc2cc3oc(=O)cc(C)c3cc2Cl)C(C)C)cc1 (centres undefined) | 13
O=C(CC1SC(=O)NC1=O)Nc1ccc(Cl)cc1 (centres undefined) | -1.4
O=C(Nc1ccc(C(=O)NC2CCCCC2)cc1)c1cccnc1 | 3.3
COc1cc2c(cc1OC)-c1cc(OCc3ccccc3Cl)nc(=O)n1CC2 | 2.6
CCn1c(N2CCN(CC(=O)c3c(C)n(C)c4ccc(OC)cc34)CC2)nc2c1c(=O)[nH]c(=O)n2C | 1.7
Cn1c(=O)oc2cc(S(=O)(=O)N3CCc4ccccc4C3)ccc21 | -1.6
O=C(O)CP(=O)(O)O | 1.6
CC#C[C@]1(O)CC[C@H]2[C@@H]3CCC4=CC(=O)CCC4=C3[C@@H](c3ccc(N(C)C)cc3)C[C@@]21C | 0.7
COc1ccc(C(=O)/C=C/c2ccc(OC(=O)c3cc(OC)c(OC)c(OC)c3)cc2)cc1 | 2.8
CC1(C)C(C=C(Cl)Cl)C1C(=O)N1CCN(Cc2ccccc2)CC1 (centres undefined) | -1.6
CC(=O)Nc1c(I)c(NC(C)=O)c(I)c(C(=O)O)c1I | -3.2
COc1cc(C2C(C(=O)c3ccc(C)o3)=C(O)C(=O)N2Cc2cccnc2)ccc1O (centres undefined) | 0.5
CC(=O)C1=C(O)C(=O)N(Cc2cccnc2)C1c1ccc(C(C)C)cc1 (centres undefined) | -0.1

A few values from the list.
For PAD4 inhibition, `O=C(O)CP(=O)(O)O` shows 1.6
For PAD4 inhibition, `COc1cc(/C=C/C(=O)CC(=O)/C=C/c2ccc(O)c(OC)c2)ccc1O` shows 5.0
For PAD4 inhibition, `CCn1c(N2CCN(CC(=O)c3c(C)n(C)c4ccc(OC)cc34)CC2)nc2c1c(=O)[nH]c(=O)n2C` shows 1.7
For PAD4 inhibition, `COc1cc2c(cc1OC)-c1cc(OCc3ccccc3Cl)nc(=O)n1CC2` shows 2.6
For PAD4 inhibition, `COc1ccc(C(=O)/C=C/c2ccc(OC(=O)c3cc(OC)c(OC)c(OC)c3)cc2)cc1` shows 2.8

Continuation:
SMILES | PAD4 inhibition
C[C@H](NC(=O)NCCc1ccccc1)C(=O)O | 3.5
Cc1ccc(Nc2ncccc2C(=O)O)cc1C | 0.7
C/C(=N\NC(=O)c1ccccc1[N+](=O)[O-])c1ccc(Br)s1 | -5.2
N/C(=N\OC(=O)CCCOc1ccc(Cl)cc1Cl)c1ccncc1 | -3.7
Cc1nc(N)nc2c1CCCC2 | 0.2
CC(=O)N1CCN(c2ccc(NC(=O)/C=C/c3ccccc3)cc2)CC1 | 5.2
CNCCCC12CCC(c3ccccc31)c1ccccc12 | 3.8&0.7
CC(=O)Oc1c2occc2cc2ccc(=O)oc12 | 2.5
CC1(C)C2CCC1(C)C(OCC[N+](C)(C)CC(=O)OC1CCCCC1)C2 (centres undefined) | 2.8
CCCCCCCC(=O)OCC(O)CO (centres undefined) | 1.2
COc1ccc(CCN(C)Cc2nc(Cc3ccc(OC)c(OC)c3)no2)cc1OC | 5.3
CCOC(=O)C1C(=O)CC(C)(O)C(C(=O)OCC)C1/C=C/c1ccccc1 (centres undefined) | 0.2
CCOc1cc2oc(=O)c3c(c2cc1Cl)CCC3 | 1.8

Some of the entries so far, field by field:
CC1(C)C2CCC1(C)C(OCC[N+](C)(C)CC(=O)OC1CCCCC1)C2 (centres undefined)
- PAD4 inhibition = 2.8

CC(=O)N1CCN(c2ccc(NC(=O)/C=C/c3ccccc3)cc2)CC1
- PAD4 inhibition = 5.2

Entries shown so far that contain sulfur, in the order listed:
SMILES | PAD4 inhibition
Cc1ccc(S(=O)(=O)NC(C(=O)Oc2cc3oc(=O)cc(C)c3cc2Cl)C(C)C)cc1 (centres undefined) | 13
O=C(CC1SC(=O)NC1=O)Nc1ccc(Cl)cc1 (centres undefined) | -1.4
Cn1c(=O)oc2cc(S(=O)(=O)N3CCc4ccccc4C3)ccc21 | -1.6
C/C(=N\NC(=O)c1ccccc1[N+](=O)[O-])c1ccc(Br)s1 | -5.2

An excerpt. The share of hits here may be higher or lower than overall.
